PGC1a acetyl inh – inhibitors of PGC1a acetylation signal, primary screen, cell-based, U2OS, AlphaScreen, inhibitor mode; AlphaScreen anti-acetyl-lysine; with virally co-expressed GCN5 acetyltransferase; inhibition, % at 15.6 µM; actives 0.17% (n = 350,000); AID 651687, 2012;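 active = every replicate shows inhibition of at least 40%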;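 note: 0% = neutral control wells and 100% = positive control wells; some results beyond the cut were filed as inactive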
PglD DTNB – C. jejuni PglD acetyltransferase inhibitors, primary screen, biochemical, DTNB colorimetric, single point | UDP-N-acetylbacillosamine N-acetyltransferase PglD (Campylobacter jejuni) | purified PglD enzyme, DTNB colorimetric CoA detection | inhibition, % at 12.5 µM | actives 0.098% (n = 360,000) | AID 602405, 2012; in the data active = inhibition above about 16%, passing the limit was not always enough; note: strong numbers were not always called active
Cneo AK release – Cryptococcus neoformans cell lysis inducers, primary screen, AK release luminescence, single concentration; C. neoformans lysis, adenylate kinase release luminescence, 4 h; normalised: neutral wells 0, clomiphene wells 100; lysis activity, % at 15 µM; actives 0.2% (n = 360,000); AID 651654, 2012;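 active = mean lysis activity across replicates of at least 80%, whatever share of replicates individually reach that level; inactive = mean lysis activity below 80%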
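Test system: log-phase Cryptococcus neoformans yeast cells; Quantity: yeast cell density of 5 × 10^6 cells/mL; Buffer or medium: YPD; Doses: single compound concentration per well; Timing: 4 h at 37 °C static, read 1 h later; Measured by: AK luminescence; Read-out basis: lysis from increased AK signal; Control set: Clomiphene as positive control.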
E-selectin induc – E-selectin induction in HUVECs, primary screen, imaging, HUVEC, immunofluorescence imaging, single point; activation, % at 7.58 µM; P16581; normalized: neutral wells 0, TNF-alpha wells 100; actives 0.37% (n = 260,000);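 active = mean E-selectin-positive cell signal at least 10% of the positive control, reached in at least 60% of replicates, without over 20% cell loss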;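 note: in these data hits start at about 27%; measured in HUVEC primary endothelial cells; signal is the percent of cells scored E-selectin positive by PE staining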
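Test system: HUVEC | Signal: Immunofluorescence imaging | Read-out: Percent E-selectin-positive cells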
RAD54 inh – inhibitors of human RAD54 branch migration, primary screen, biochemical, fluorescence, single point. inhibition, % at 10.4 µM. actives 0.14% (n = 360,000). RAD54 Holliday junction branch migration, FAM/BHQ fluorescence;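 active = mean normalized replicate activity at least 40 and at least half of replicates scoring 40 or more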;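 note: 0% = median of neutral control wells and 100% = median of positive control wells; inhibitors cause a drop in the FAM fluorescence signal; in these data hits start at about 50%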
Target sequence (Q92698 whole entry, looked up): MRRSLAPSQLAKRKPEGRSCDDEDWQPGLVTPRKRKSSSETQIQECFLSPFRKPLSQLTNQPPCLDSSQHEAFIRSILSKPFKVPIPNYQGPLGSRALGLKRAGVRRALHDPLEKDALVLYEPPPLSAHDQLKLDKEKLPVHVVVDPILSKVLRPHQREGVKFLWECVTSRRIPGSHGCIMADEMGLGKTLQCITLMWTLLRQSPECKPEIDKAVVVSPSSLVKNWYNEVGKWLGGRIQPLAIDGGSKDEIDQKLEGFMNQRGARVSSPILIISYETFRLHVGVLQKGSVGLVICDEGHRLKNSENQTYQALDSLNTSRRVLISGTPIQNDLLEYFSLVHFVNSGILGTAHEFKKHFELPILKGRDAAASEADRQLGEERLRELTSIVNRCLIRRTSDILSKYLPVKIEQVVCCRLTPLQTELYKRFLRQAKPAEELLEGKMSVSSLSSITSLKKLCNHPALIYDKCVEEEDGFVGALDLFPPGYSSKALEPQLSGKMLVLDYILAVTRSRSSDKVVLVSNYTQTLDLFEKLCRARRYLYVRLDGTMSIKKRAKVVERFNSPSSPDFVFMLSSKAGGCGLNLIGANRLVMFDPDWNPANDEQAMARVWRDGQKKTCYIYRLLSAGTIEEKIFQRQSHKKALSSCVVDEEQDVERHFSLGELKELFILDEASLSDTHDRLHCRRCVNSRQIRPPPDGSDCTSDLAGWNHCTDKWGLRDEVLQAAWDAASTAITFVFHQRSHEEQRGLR
RAD52 anneal inh – RAD52 DNA annealing inhibitors, primary screen, biochemical, FRET, single point, set 2 | DNA repair protein RAD52 homolog (Homo sapiens), P43351 | recombinant RAD52 DNA annealing, FRET fluorescence | inhibition, % at 18.7 µM | actives 0.46% (n = 360,000);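 active = every replicate showing at least 50% inhibition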
ERAP1 inh – human ERAP1 aminopeptidase inhibitors, primary screen, biochemical, single point, plate reader; Endoplasmic reticulum aminopeptidase 1 (Homo sapiens), Q9NZ08; recombinant ERAP1, Leu-AMC fluorescence, 60 min; inhibition, % at 10.7 µM; actives 0.15% (n = 340,000);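 active = mean replicate inhibition of at least 30%, or all replicates individually reaching that 30% level; inactive = mean below 30% and not every replicate reaching it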;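 note: 0% = neutral control wells and 100% = L-leucinethiol positive control wells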
miR-122 sensor – miR-122 Renilla sensor signal increase in Huh7, primary screen, miR-122 inhibitor project, cell-based, single point, plate reader. activation (reporter increase), % at 12.5 µM. Huh7 miR-122 Renilla luciferase sensor, 48 h; neutral wells = 0, positive control = 100. actives 0.3% (n = 340,000);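 active = mean replicate activation score at least 90 and every replicate individually at or above 90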;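 note: higher luciferase means less miR-122 activity so hits act as miR-122 inhibitors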
An asterisk follows results filed as active; · = no result given; & = joins results of further samples; [ ] = dose if it differs, or a comment.

SMILES	PGC1a acetyl inh	PglD DTNB	Cneo AK release	E-selectin induc	RAD54 inh	RAD52 anneal inh	ERAP1 inh	miR-122 sensor
CCCNC(=O)C[C@@H]1CC[C@H]2[C@@H](COC[C@@H](O)CN2C(=O)Nc2ccc(Cl)c(Cl)c2)O1	-1	31	-3	0.0	-8	4	1	2[16.7 µM]
CCOC(=O)C1C(c2ccccc2Cl)NC(=O)N(C)C1(O)C(F)(F)F (stereo not given)	-3	3	-5	·	9	-12	1	-10
O=C(NCc1ccc2c(c1)OCO2)C1CCCN1C(=O)Nc1ccc(Cl)cc1 (stereo not given)	-24	1	-1	·	-11	-11	2	13
O=C(CSc1nc2ccccc2s1)Nc1ccc(Cl)c(C(=O)O)c1	12	·	·	-4.7	·	-16	-4	-6
CC(=O)Oc1ccc(Cn2c(C)c(C(=O)NCc3cccc(C(F)(F)F)c3)sc2=O)cc1	·	-1	-1	·	5	-16	·	·
Cc1ccc(-c2ccc(C3[C@H]4CNC[C@@H]3N4C(=O)Nc3ccc(F)cc3)cc2)cc1 (stereo not given in full)	-1&2	·	·	-0.1&-0.1	·	49&34	0&0	·
COc1ccc(S(=O)(=O)Nc2cccc(F)c2C)cc1C(=O)N1CCOCC1	3	·	·	·	·	-17	-3	9
CC1C(=O)N2CCCc3cc(NC(=O)C(=O)NCCc4ccccc4)cc1c32 (stereo not given)	-15	1	-2	-0.6	1	-9	3	·
C[C@H](CO)N1C[C@H](C)[C@H](CN(C)Cc2ccc(Cl)c(Cl)c2)OCCCC[C@H](C)Oc2ccc(NC(=O)Nc3ccc(F)cc3)cc2C1=O	-8	-2	0	0.6	-6	-7	1	4[16.7 µM]
C/C(Cn1nnc2ccccc21)=N\NC(=O)c1ccc(Br)cc1	2	·	·	·	·	-5	10	-2
CCN(CC)CCCNc1ncnc2scc(-c3ccc(F)cc3)c12	-8	-3	0	0.1	15	-4	5	-1
C=CCOC(=O)C1=C(C)OC(N)=C(C#N)C1c1ccoc1 (stereo not given)	4	3	0	·	-54	·	·	-3
CC(C)[C@H](NC(=O)C1CCCC1)c1nc2ccccc2[nH]1	-2	·	·	12	·	-13	-10	·
CC(C)C[C@H](NC(=O)c1[nH]cnc1C(=O)N[C@@H](C)c1ccccc1)C(=O)OCc1ccccc1	·	-1	2	·	6	·	·	-1
COc1ccc(S(=O)(=O)N(C)C[C@@H]2OCCCC[C@H](C)Oc3ccc(NS(=O)(=O)c4ccc(C)cc4)cc3C(=O)N([C@@H](C)CO)C[C@@H]2C)cc1	-8	2	0	-0.2	17	-4	-2	-4[16.7 µM]
Cc1cccc(OCC(=O)NCCCNC(=O)c2ccc(C)nc2)c1	17	-2	1	·	0	-12	-5	-11
CC(C1CC1)N(Cc1ccccc1)C(=S)Nc1cccc(C(F)(F)F)c1 (stereo not given)	-7	0	-2	·	-3	-18	-1	23
COc1ccc(Oc2ccccc2/C=N/O)cc1	15	-4	-6	·	-7	·	·	-5
COCC#Cc1ccc([C@H]2[C@@H](CO)N3CCCCN(C(=O)COC)C[C@H]23)cc1	-4	1	-4	-0.1	-5	-2	·	18[16.7 µM]
O=C(NCc1cccnc1)c1cc(C2CCCCN2S(=O)(=O)c2cccc3cccnc23)on1 (stereo not given)	·	4	-1	·	-7	-11	1	7
Nc1nc(NCC(=O)O)nc(NC2CCCCC2)c1[N+](=O)[O-]	12	6	-1	0.0	-10	-15	1	-4
Cc1ccc(S(=O)(=O)N(C)C[C@@H]2Oc3ccc(NC(=O)C4CCCCC4)cc3CC(=O)N([C@@H](C)CO)C[C@H]2C)cc1	4	1	13	0.2	-6	4	-1	-7[16.7 µM]
Cc1ccc(-c2cc(-c3ccc(F)cc3)nc(N)c2C#N)o1	-8	-2	1	·	-14	·	·	5
O=C(C[C@@H]1C=C[C@@H](NC(=O)NC2CCCCC2)[C@H](CO)O1)NCc1ccccc1	2	0	-3	-0.1	-5	1	-1	-8[16.7 µM]

Some values from the results shown:
Cc1ccc(-c2cc(-c3ccc(F)cc3)nc(N)c2C#N)o1 – miR-122 sensor: 5
COc1ccc(Oc2ccccc2/C=N/O)cc1 – PglD DTNB: -4
Cc1cccc(OCC(=O)NCCCNC(=O)c2ccc(C)nc2)c1 – RAD52 anneal inh: -12
Nc1nc(NCC(=O)O)nc(NC2CCCCC2)c1[N+](=O)[O-] – PglD DTNB: 6
O=C(C[C@@H]1C=C[C@@H](NC(=O)NC2CCCCC2)[C@H](CO)O1)NCc1ccccc1 – RAD54 inh: -5

(continued)
SMILES	PGC1a acetyl inh	PglD DTNB	Cneo AK release	E-selectin induc	RAD54 inh	RAD52 anneal inh	ERAP1 inh	miR-122 sensor
C[C@@H]1CN([C@@H](C)CO)C(=O)c2cc(NC(=O)C3CCCCC3)ccc2O[C@H]1CN(C)S(=O)(=O)c1ccc(F)cc1	5	-2	12	-3.4	-5	4	-1	-2[16.7 µM]
Cc1noc(C)c1S(=O)(=O)N(C)C[C@@H]1OCCCC[C@@H](C)Oc2ccc(NS(=O)(=O)c3ccccc3)cc2C(=O)N([C@H](C)CO)C[C@H]1C	-5	1	51	·	-3	2	-5	-14[16.7 µM]
CO[C@H]1CN(C)C(=O)c2cc(NC(=O)C3CCCCC3)ccc2OC[C@@H](C)N(C(=O)c2ccccc2)C[C@H]1C	-13	-3	-5	0.0	2	-2	0	·
COc1ccc(S(=O)(=O)Nc2cccc3c2O[C@H](CN(C)S(=O)(=O)c2ccc(F)cc2)[C@H](C)CN([C@@H](C)CO)C3=O)cc1	12	1	0	-0.5	-5	0	1	-5[16.7 µM]
COC(=O)COc1ccc(S(=O)(=O)N2CCN(c3ccc(F)cc3)CC2)cc1	7	-4	1	·	-6	-14	-3	1
COc1ccc2[nH]c3c(c2c1)CCN1C(=O)C(CC(=O)NCc2cccc(C(F)(F)F)c2)C[C@H](C(=O)N2CCCCC2)[C@@]31C (stereo not given in full)	7	4	-5	-0.4	3	-11	·	-9
CO[C@H]1CN(C)C(=O)c2cc(NC(=O)C3CC3)ccc2OC[C@H](C)N(C(=O)CN2CCOCC2)C[C@@H]1C	18	5	1	-0.1	-1	-5	·	·
CC(=O)c1ccc(S(=O)(=O)N2CCN(S(=O)(=O)c3ccccc3C(F)(F)F)CC2)cc1	·	-4	-1	0.0	4	-16	2	·
CCCCC(=O)Nc1cccc(NC(=S)NC(=O)C(C)C)c1	7	-3	0	0.1	4	-18	2	4
O=C(CSc1ncnc2nc[nH]c12)N1CCN(c2ccc(Cl)cc2)CC1	-4	-3	-11	·	-8	·	·	5
COC(=O)C[C@H]1CC[C@@H]2[C@@H](COc3ccc(NC(=O)NCc4ccccc4)cc3C(=O)N2C)O1	2	0	2	0.1	-13	·	·	46[16.7 µM]
CC1=NN(C(=O)c2ccccc2C)C(O)(c2ccc(Cl)cc2)C1 (stereo not given)	3	2	5	·	0	-4	6	1

Just miR-122 sensor, RAD54 inh and PglD DTNB (2 entries from above):
| SMILES | miR-122 sensor | RAD54 inh | PglD DTNB |
| --- | --- | --- | --- |
| COC(=O)C[C@H]1CC[C@@H]2[C@@H](COc3ccc(NC(=O)NCc4ccccc4)cc3C(=O)N2C)O1 | 46[16.7 µM] | -13 | 0 |
| CC1=NN(C(=O)c2ccccc2C)C(O)(c2ccc(Cl)cc2)C1 (stereo not given) | 1 | 0 | 2 |

Further entries:
SMILES	PGC1a acetyl inh	PglD DTNB	Cneo AK release	E-selectin induc	RAD54 inh	RAD52 anneal inh	ERAP1 inh	miR-122 sensor
CCCn1c(CNC(=O)Cc2ccccc2)nc2ccccc21	1	-5	-1	·	9	·	·	4
NNc1nc(-c2ccccc2Cl)nc2ccccc12	·	-2	0	·	10	-1	13	5
CCOc1cc(CNC(=O)CCCn2c(=O)c3cccn3c3cccnc32)cc(OCC)c1OCC	3	-3	3	0.0	-2	-26	-2	-6
Cc1ccccc1Cc1c(C)nc2nc(SCC(=O)NCc3ccco3)nn2c1C	16	5	-1	·	14	·	·	10
CCCCCC(=O)N1CCN(S(=O)(=O)c2ccc3c(c2)OCCO3)CC1	·	-2	0	·	0	1	0	·
O=C(Nc1ccc2oc(-c3ccc4ccccc4c3)nc2c1)c1ccc2c(c1)OCCO2	-14	7	-3	·	2	·	·	-1
NC(=O)c1ccc(NCCc2ccco2)cc1	-1	-3	-1	-1.8	-9	-17	-3	-1
COc1ccc(CCNC(=O)C(=O)NCC2OCCN2S(=O)(=O)c2ccc(C)cc2)cc1OC (stereo not given)	-23	2	0	-0.2	-8	-4	-4	-12
CCC1(C)Cc2c(C#N)c(N)n(-c3ccccc3)c(=O)c2CO1 (stereo not given)	-4	-1	1	·	-7	·	·	-4
O=C(C1CCCN(Cc2ccccc2Cl)C1)N1CCCCC1 (stereo not given)	5	-2	5	-0.1	-4	-9	-1	3
O=C(C1CCC1)N1CCN(S(=O)(=O)c2ccc(Br)cc2Cl)CC1	10	-2	-2	0.2	2	-5	-3	-5
COc1cc(CCC(=O)N2CC(C)OC(C)C2)cc(OC)c1OC (stereo not given)	-3	1	0	0.3	-8	0	1	0
CC1=C(C(=O)Nc2ccccc2)C(c2ccco2)NC(=O)N1 (stereo not given)	2	2	1	·	5	·	·	-1
C[C@@H]1CN([C@H](C)CO)C(=O)c2cc(NS(=O)(=O)c3cccs3)ccc2O[C@@H](C)CCCCO[C@H]1CN(C)C(=O)NC1CCCCC1	-11	-2	0	-0.2	-5	-25	0	2[16.7 µM]
CCn1nnc(NC(=S)NC(=O)c2ccc(-c3cccc(Cl)c3)o2)n1	7	-7	4	·	-3	-12	2	-5
O=C(NC1CCS(=O)(=O)C1)/C(=C\c1ccco1)NC(=O)c1ccccc1 (stereo not given)	·	-2	0	1.5	1	-26	0	-6
Cc1noc(C)c1NC(=O)N(C)C[C@H]1Oc2c(NC(=O)Nc3ccc(C(F)(F)F)cc3)cccc2C(=O)N([C@@H](C)CO)C[C@@H]1C	11	-2	52	-0.3	-10	5	-1	-5[16.7 µM]
C[C@@H]1CN([C@H](C)CO)C(=O)CCCn2cc(nn2)CO[C@@H]1CN(C)C(=O)Nc1ccnc(N2CCOCC2)c1	2	-1	12	0.6	8	-5	1	15[16.7 µM]
C[C@@H]1CN([C@@H](C)CO)C(=O)c2cc(-c3ccccc3F)cnc2O[C@H]1CN(C)C(=O)NC1CCCCC1	4	-1	-4	-0.1	-2	4	-4	3[16.7 µM]
C[C@@H]1CCCCO[C@H](CN(C)C(=O)Nc2cccc3ccccc23)[C@@H](C)CN([C@H](C)CO)C(=O)c2cc(NS(=O)(=O)c3ccccc3)ccc2O1	-4	-2	5	·	-5	3	3	2[16.7 µM]
COc1ccccc1NC(=O)COC(=O)Cn1c(C)csc1=O	6	1	0	0.6	2	-11	0	-4
COc1ccc(C#Cc2ccc([C@@H]3[C@H](CO)N4CCCCN(C(=O)Nc5ccccc5F)C[C@@H]34)cc2)cc1	-23	-14	-1	-0.3	8	-19	-3	-9[16.7 µM]
COCCN1C(=O)C(=O)/C(=C(/O)c2ccc3c(c2)OCCO3)C1c1ccc(C(=O)OC)cc1 (stereo not given)	-2	-22	0	·	-5	·	·	-2
O=C(NCC1CCCO1)c1ccc(NS(=O)(=O)c2cccc([N+](=O)[O-])c2)cc1 (stereo not given)	4	7	-3	-1.4	-6	-13	0	-16
O=C(CN(CCO)c1ccccc1)Nc1ccc(Cl)c(S(=O)(=O)N2CCOCC2)c1	7	6	-1	·	-9	-8	0	3
